PREPL inh: inhibitors of human prolyl oligopeptidase-like enzyme PREPL; recombinant PREPL, fluorescence polarization activity-based probe; Q4J6C6; actives 0.68% (n = 320,000); inhibition, % at 5.96 µM; in the data active = inhibition above about 43%;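 note: 0% = enzyme with DMSO and 100% = wells lacking enzyme; many of its hits are not listed in these tables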
CTSL1 counter: blocks F. hepatica cathepsin L1 in PFM18AAP counter-screen | inhibition, % at 5.96 µM | recombinant F. hepatica cathepsin L1, Z-Leu-Arg-MCA fluorescence | actives 0.49% (n = 300,000) | AID 1906;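 active = inhibition above the mean of all tested compounds plus 3 SD, set per screening campaign, cut at about 17% in these data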;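 note: 0% = plate median of test compound wells and 100% = 1 µM Z-Phe-Ala-diazomethylketone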
PP1 counter: blocks human PP1-alpha phosphatase, a PP5 counter-screen; purified PP1alpha, OMFP fluorescence; inhibition, % at 6.7 µM; actives 0.9% (n = 320,000);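 active = inhibition above the mean inhibition of all tested compounds plus 3 SD, computed separately for each screening campaign, cut at about 15% in these data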
Target sequence (P62136 whole entry, looked up): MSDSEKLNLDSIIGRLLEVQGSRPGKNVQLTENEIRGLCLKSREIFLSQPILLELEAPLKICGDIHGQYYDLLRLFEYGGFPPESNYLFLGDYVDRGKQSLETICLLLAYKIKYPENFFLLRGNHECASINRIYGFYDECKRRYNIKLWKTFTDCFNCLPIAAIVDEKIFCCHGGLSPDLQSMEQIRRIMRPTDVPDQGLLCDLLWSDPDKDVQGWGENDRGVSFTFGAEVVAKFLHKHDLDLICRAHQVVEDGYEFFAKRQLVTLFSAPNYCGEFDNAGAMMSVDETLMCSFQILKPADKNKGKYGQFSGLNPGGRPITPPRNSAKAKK
HCV core dimer: blocks dimerization of HCV core protein | TR-FRET GST/Flag-core106 dimerization, 1536-well | inhibition, % at 5 µM | actives 0.33% (n = 300,000) | AID 1899;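 active = inhibition above the mean of all tested compounds plus 3 SD, set per screening campaign, cut at about 45% in these data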
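Assay system – GST-tagged and Flag-tagged HCV core protein residues 1-106 · Quantity – core106 proteins, GST 13.5 nM and Flag 17 nM · Benchmarks – unlabelled core106 and no-GST-core106 wells · Read-out basis – percent inhibition of core106 dimerization signal · Detection – time-resolved FRET, ex 340 nm, em 617 and 671 nm · Schedule – 4 h at 22.5 °C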
JMJD2C inh: inhibitors of human GASC-1 (JMJD2C) demethylase. Q9H3R0. inhibition, % at 2.35 µM. actives 0.069% (n = 330,000). GST-JMJD2C(1-420) H3K9me3 demethylation, DELFIA europium;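 active = more than half of a compound's replicate wells show inhibition beyond 50%, single wells judged on their own value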;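 note: signal counts dimethyl H3K9 product captured on neutravidin plate; 0% = median of DMSO wells and 100% = 0.3 times that DMSO median; strong numbers were not always called active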
Target sequence (Q9H3R0 1-420 limits assumed): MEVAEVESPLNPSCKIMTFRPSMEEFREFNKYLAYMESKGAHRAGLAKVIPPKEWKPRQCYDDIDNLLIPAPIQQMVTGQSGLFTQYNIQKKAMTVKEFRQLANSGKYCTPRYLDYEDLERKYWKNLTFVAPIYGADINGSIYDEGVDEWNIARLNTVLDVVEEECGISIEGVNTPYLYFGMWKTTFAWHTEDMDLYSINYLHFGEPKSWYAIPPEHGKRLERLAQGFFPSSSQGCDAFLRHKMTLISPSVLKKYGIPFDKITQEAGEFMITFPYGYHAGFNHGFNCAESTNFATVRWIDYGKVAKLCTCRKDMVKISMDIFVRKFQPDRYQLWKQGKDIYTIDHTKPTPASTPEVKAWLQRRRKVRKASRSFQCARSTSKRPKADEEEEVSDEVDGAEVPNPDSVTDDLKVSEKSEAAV
LYPLA2 inh: LYPLA2 (human) inhibition in PME1 counter-screen | recombinant LYPLA2, FP-Rh probe fluorescence polarization | actives 0.38% (n = 320,000) | AID 2177 | inhibition, % at 5.9 µM;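 active = inhibition above the screen-wide mean plus 3 SD, limit set per campaign, cut at about 26% in these data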;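 note: 0% = LYPLA2 with DMSO and 100% = wells lacking LYPLA2 enzyme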
Target sequence (O95372 whole entry, looked up): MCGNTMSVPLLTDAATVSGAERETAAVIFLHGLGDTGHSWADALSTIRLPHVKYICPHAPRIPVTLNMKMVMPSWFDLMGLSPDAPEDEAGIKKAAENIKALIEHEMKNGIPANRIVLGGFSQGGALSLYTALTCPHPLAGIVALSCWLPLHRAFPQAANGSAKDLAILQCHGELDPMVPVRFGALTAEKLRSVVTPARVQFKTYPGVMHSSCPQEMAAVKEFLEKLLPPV
PP5 primary: inhibitors of human protein phosphatase 5 (PP5). P53041. purified PP5c, OMFP substrate fluorescence. inhibition, % at 6.7 µM. actives 0.18% (n = 320,000). AID 1987;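 active = inhibition above the campaign's mean inhibition across all tested compounds plus 3 SD, cut at about 9.5% in these data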;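 note: 0% = DMSO only and 100% = 100 µM cantharidin control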
Efflux pump mplx: antifungal efflux pump inhibition, Nile Red retention; S. cerevisiae Candida pump triplex; inhibition, % at 10 µM; actives 0.44% (n = 330,000); AID 485275;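 active = plate passing quality check with inhibition over a set limit, or well fluorescence over plate mean plus 4 SD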;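 note: Nile Red retained in pooled yeast measured as flow cytometry median fluorescence; 0% = buffer negative control and 100% = Enniatin B positive control; higher means more Nile Red kept so more efflux inhibition; some compounds called inactive have numbers as strong as hits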
TPT1 inhibitor: C. albicans TPT1 enzyme inhibition; inhibition, % at 5 µM; recombinant caTPT1, FP RNA substrate dephosphorylation; actives 0.81% (n = 300,000);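 active = inhibition above the mean of all tested compounds plus 3 SD, set per screening campaign, cut at about 24% in these data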;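 note: plate controls were DMSO alone for no effect and ferristatin control at 100 nM for full effect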
Starred values were filed as active, the others as inactive; · = no result given. Only part of the results is shown; rates above refer to the full screens.

SMILES	PREPL inh	CTSL1 counter	PP1 counter	HCV core dimer	JMJD2C inh	LYPLA2 inh	PP5 primary	Efflux pump mplx	TPT1 inhibitor
c1ccc(Cn2c(Nn3cnnc3)nc3ccccc32)cc1	-1	2	-1	-1	4	4	-0.2	-0.1	-10
O=C(NNc1cc(C(F)(F)F)ccc1Cl)c1ccc(=O)[nH]c1	-3	-4	1	-5	-1	-4	2.1	0.1	1
Cc1ccc(NC(=O)C(OC(=O)c2ccc(O)cc2)c2ccccc2)cc1Cl (stereo not given)	-18	-8	3	17	8	-69	4.6	0.1	0
Cc1ccn(C(=O)c2cc3c(C)nn(-c4ccccc4)c3s2)n1	-3	-3	-3	5	1	5	1.1	-0.1	1
CC(C)(CNCC(O)c1ccccc1)N1CCOCC1 (stereo not given)	-8	2	-1	-83	-1	-2	1.6	-0.1	0
COC(=O)C1=C(C)Nc2c(c(=O)n(C)c(=O)n2C)C1c1cccc(O)c1 (stereo not given)	0	1	-4	0	0	4	-0.8	0.2	2
CCN1C(=O)c2ccc(C(=O)Nc3c(C)cc(C)cc3C)cc2C1=O	-5	-1	2	-2	13	-7	-1.8	0.0	1
Cc1cccc(C(=O)N(CC(=O)Nc2sc(C)c(C)c2C(N)=O)C2CCCC2)c1	9	0	1	6	-1	5	4.1	0.1	-5
O=C(CCC(=O)N1CCc2ccccc2C1)N1CCN(S(=O)(=O)c2ccccc2)CC1	1	0	-3	2	-5	2	-0.3	-0.1	0
O=C(NCc1ccccn1)[C@@H]1C[C@H]1[C@@H](NP(=O)(c1ccccc1)c1ccccc1)c1ccccc1	24	-7	-2	-13	1	-6	-0.3	0.3	-1
CCOc1ccc(NC(=O)CC2C(=O)NCCN2C(=O)Nc2ccccc2)cc1 (stereo not given)	10	1	0	-14	5	4	2.5	-0.3	-3
CC1CC1C(=O)OCC(=O)NC(=O)c1ccccc1 (stereo not given)	1	7	-4	-8	4	4	0.4	-0.1	-2
COC(=O)c1cc(NC(=O)CSC2=NCCS2)cc(C(=O)OC)c1	-4	-1	0	0	-1	6	-2.3	-0.2	2
O=C(NCc1nnc(SCC(=O)N2CCc3ccccc32)o1)c1ccco1	3	2	9	-8	5	0	4.6	0.4	4
O=C(CSc1cccc[n+]1[O-])N1CCc2ccccc21	10	-1	-4	-7	7	3	-1.5	0.2	-1
O=S(=O)(c1ccc(Cl)s1)N1CCc2ccccc2C1	0	0	0	1	-6	-6	2.0	-0.1	0
O=C(O)CC(Cc1ccc(Cl)cc1)C(=O)Nc1cc(Cl)ccc1Cl (stereo not given)	5	0	13	1	3	3	1.3	0.1	1
O=C(Cc1cccs1)Nc1nnc(-c2ccc(F)cc2)s1	19	4	4	0	-11	5	-2.7	0.0	-2
COc1cc(Nc2nc(-c3ccccc3)c3cc(C)ccc3n2)cc(OC)c1OC	14	3	3	16	-7	6	2.3	0.0	-4
Nc1c(C(=O)Nc2ccc3c(c2)OCCO3)nnn1Cc1cccc(Br)c1	19	3	6	-1	-3	-1	5.2	-0.1	-3
Cc1ccc(CN2CCN(Cc3cc4ccccc4o3)CC2CCO)cc1 (stereo not given)	11	-1	2	-3	6	1	3.2	0.0	-2
CCC(C)(C)n1nnnc1C(c1cc2cccc(C)c2[nH]c1=O)N1CCCC1 (stereo not given)	3	-2	1	11	-10	-1	-1.4	-0.3	-2
Cc1ccc(NC(=O)N2CCC(NC(=O)c3cccc(C)c3)CC2)cc1	10	6	0	-5	8	3	1.8	0.0	0
COc1cccc(N(CC(=O)NCCSc2ccccn2)S(C)(=O)=O)c1	6	1	0	-4	8	0	0.5	0.0	-5
O=C(CCn1cnnn1)NC1CCCN(Cc2ccccc2F)C1 (stereo not given)	11	0	-3	-1	-4	3	0.7	-0.3	0
Cc1cccc(CN2C(=O)c3ccccc3Sc3ccc(C(=O)NCCCN4CCOCC4)cc32)c1	-3	1	2	-7	26	-1	-1.7	-0.1	-1
COc1ccc(-c2nc3n(n2)C(=O)CC(c2ccco2)S3)cc1 (stereo not given)	13	-3	-2	-6	-5	9	3.6	-0.4	0
Cc1ccc(N(C(=O)CNC(=O)c2ccco2)C(C(=O)NC2CCCC2)c2ccncc2)cc1 (stereo not given)	1	2	1	-4	0	-5	1.3	0.2	0
CN1CCN(c2ccc(S(=O)(=O)N3CCCCC3)cc2NC(=O)Cc2c(F)cccc2Cl)CC1	-16	4	-4	1	2	-5	1.9	0.1	0
Cc1nc(-c2cn[nH]c2-c2ccc(O)cc2O)cs1	18	1	-7	-6	5	3	1.8	-0.1	1
CCCC(=O)N1CCN(c2nc3ccccc3s2)CC1	2	-4	-5	0	-3	-4	1.9	-0.1	1
Cc1ccc(C)c(/C=C2\CCn3c2nc2cc(C(=O)O)ccc2c3=O)c1	1	2	-4	4	-24	11	-0.5	-0.1	0
COC(c1ccccc1)c1nnc(CCC(=O)N(C)CCOc2ccccc2)o1 (stereo not given)	6	-2	-3	0	4	6	-1.2	-0.1	-4
COc1cccc(C(=O)/C=C/c2ccc(N3CCCCC3)c([N+](=O)[O-])c2)c1	1	-2	-1	11	0	4	1.8	0.1	-1
COc1ccc(Nc2cc(C)nc3ccccc23)cc1	23	8	-2	1	-9	3	1.3	-0.8	5
CN(C)C(CNC(=S)Nc1cccc(Cl)c1)c1cccnc1 (stereo not given)	5	-4	-1	-8	-2	1	4.4	0.1	2
CC(=O)Nc1ccc(S(=O)(=O)NC2CCS(=O)(=O)C2)cc1Cl (stereo not given)	7	-2	9	3	33	-1	-0.1	0.0	2
CCOc1ccc(S(=O)(=O)N(C)c2ccc(OCC(=O)NCCc3ccc(OC)cc3)cc2)cc1	-1	0	-2	6	0	-1	-0.2	-0.1	-1
CC1CCCC(C)N1/N=C/c1ccccc1OC(F)F (stereo not given)	-1	2	-4	-3	31	1	-1.9	-0.1	1
COc1ccc(C2=NN(CCC(=O)NCc3cccs3)C(=O)CC2)cc1	-12	2	-8	-6	-6	6	2.8	0.0	0

Two entries from above, set out differently.
Fields – PREPL inh | CTSL1 counter | PP1 counter | HCV core dimer | JMJD2C inh | LYPLA2 inh | PP5 primary | Efflux pump mplx | TPT1 inhibitor
> COC(c1ccccc1)c1nnc(CCC(=O)N(C)CCOc2ccccc2)o1 (stereo not given)
→ 6 | -2 | -3 | 0 | 4 | 6 | -1.2 | -0.1 | -4
> COc1ccc(C2=NN(CCC(=O)NCc3cccs3)C(=O)CC2)cc1
→ -12 | 2 | -8 | -6 | -6 | 6 | 2.8 | 0.0 | 0

Profiles, quoted from the list. Order of screens: PREPL inh | CTSL1 counter | PP1 counter | HCV core dimer | JMJD2C inh | LYPLA2 inh | PP5 primary | Efflux pump mplx | TPT1 inhibitor
Profile of COc1ccc(Nc2cc(C)nc3ccccc23)cc1 = 23 | 8 | -2 | 1 | -9 | 3 | 1.3 | -0.8 | 5
Profile of COc1ccc(-c2nc3n(n2)C(=O)CC(c2ccco2)S3)cc1 (stereo not given) = 13 | -3 | -2 | -6 | -5 | 9 | 3.6 | -0.4 | 0
Profile of COc1ccc(C2=NN(CCC(=O)NCc3cccs3)C(=O)CC2)cc1 = -12 | 2 | -8 | -6 | -6 | 6 | 2.8 | 0.0 | 0

New compounds follow:
SMILES	PREPL inh	CTSL1 counter	PP1 counter	HCV core dimer	JMJD2C inh	LYPLA2 inh	PP5 primary	Efflux pump mplx	TPT1 inhibitor
CCNC(=S)Nc1ccc(N2CCCCC2)cc1	8	0	1	6	-19	-10	0.2	0.0	4
CCOC(=O)N1CCN(C(=O)CSCc2ccc(C)cc2)CC1	14	-3	2	-4	5	7	-2.3	0.1	2
CCOc1ccc(CN(C(=O)/C=C/c2ccco2)C2CCS(=O)(=O)C2)cc1 (stereo not given)	-4	1	-2	14	-11	-2	-1.8	-0.1	6
O=C(Nc1ccccc1C(F)(F)F)C1CC(=O)N(c2ccccc2F)C1 (stereo not given)	9	-2	-2	-3	24	4	0.2	-0.2	-3
COc1ccc(C(=O)N/C(=C\c2cc(OC)c(OC)cc2[N+](=O)[O-])C(=O)NCC(=O)O)cc1	0	0	-3	1	-6	5	4.1	0.0	-3
CCn1c(SCC(=O)Nc2cccc(C(C)=O)c2)nnc1C(C)C	-5	-1	-6	-1	-22	-6	3.7	0.2	-3
COc1ccc(OCC(=O)Nc2sc3c(c2C(=O)NCC2CCCO2)CCC3)cc1 (stereo not given)	21	6	0	9	-1	5	4.5	0.0	2
CSc1ccc(/C=C/C(=O)c2ccc(NC(=O)Cc3ccccc3)cc2)cc1	-19	-4	14	-3	-5	-4	2.4	0.0	2
CCc1ccc(C(=O)COC(=O)c2cnc(C)cn2)cc1	5	1	-3	1	-1	3	-1.5	0.0	2
CCCC(C(=O)Nc1ccc(C)c(S(=O)(=O)N2CCOCC2)c1)c1ccccc1 (stereo not given)	9	-3	-7	1	5	6	0.0	-0.1	2
CCCOc1cccc(-c2nnc(NC(=O)c3ccco3)s2)c1	1	4	4	-2	6	7	2.8	-0.2	-1
CN(C(=O)c1ccc(=O)n(Cc2ccc(Cl)cc2)c1)c1ccccc1	4	0	0	0	22	2	0.8	0.0	-2
COCCN1C(=O)/C(=C/c2ccc(OCc3ccc(C(=O)O)cc3)c(OC)c2)SC1=Nc1ccccc1	-4	7	0	25	-15	-4	5.9	-0.3	-6
CCN(CC)CCCNC(=O)c1cn(-c2cccc(OC)c2)c(=O)c2ccccc12	-2	6	-1	4	3	8	-1.2	0.0	0
O=C(CN1CCCC1)Nc1cc(C(F)(F)F)ccc1Cl	-4	4	1	2	15	-2	-2.4	0.0	2
CSc1cc(C)[nH]c(=O)n1	14	1	-2	-6	-12	-3	-1.8	0.1	3
Cc1c([N+](=O)[O-])cc(C(=O)N2CCOCC2)cc1[N+](=O)[O-]	-3	-4	2	4	-1	-3	1.1	-0.3	-3
CCOCCCNC(=S)NNC(=O)CCn1nc(C)c(Br)c1C	4	6	-2	-4	-27	-1	0.6	-0.4	2
CCC[C@@H]1Cc2ccccc2N1C(C)=O	2	·	-3	·	2	1	-0.9	-0.2	·
c1ccc(Cc2nnc(Sc3ccccc3)c3ccccc23)cc1	-3	-1	-3	9	-1	-1	3.5	0.3	0
CCc1nc2nc(C)c(NS(=O)(=O)c3ccc(C)c(C)c3)c(=O)n2[nH]1	-4	-1	-2	11	-13	4	1.6	0.7	0
O=C(N1CCCC1)C12CC3CC(CC(Cl)(C3)C1)C2	6	-2	0	-4	-2	-1	2.1	-0.2	0
COC(=O)c1ccc(NC(=S)N2CCN(Cc3ccccc3)CC2)cc1	-18	3	-3	-7	-6	2	1.7	0.1	4
COc1ccc(CNC(=O)CSc2nnc3nc(C)cc(C)n23)cc1OC	2	-7	-5	2	-7	-2	-1.4	0.0	0
Cc1cc(C)cc(Nc2ccc(C(=O)O)cc2N)c1	9	0	1	-14	7	1	2.7	0.1	29*
Cn1c(SCC(=O)N2CCN(c3ccccc3)CC2)nnc1-c1ccccc1	20	0	-3	1	-1	-4	-1.2	0.0	-4
Cc1cc(C)nc(SCCC(=O)Nc2ccccc2C)n1	7	1	-4	0	-1	1	-1.8	-0.2	-3
CCCc1nnc(SCC(=O)N2C(C)CCCC2C)n1CC (stereo not given)	0	0	-7	-1	0	-1	1.4	0.0	-3
CCCN(Cc1cc2ccc(C)cc2[nH]c1=O)S(=O)(=O)c1ccccc1	7	-2	2	8	-2	-10	4.7	0.2	5
COC(=O)c1ccccc1NC(=O)C1CCCN(S(=O)(=O)c2ccccc2)C1 (stereo not given)	7	-2	-4	-20	0	-4	2.5	-0.4	-3
COc1ccccc1N1CCN(CC(=O)c2c(C)n(C)c3ccccc23)CC1	6	2	-1	5	-5	8	0.2	-0.1	-3

Screening data: PubChem, several laboratories
